Source: PubChem (National Center for Advancing Translational Sciences (NCATS))
Gal4-VP16 FLuc: counter-screen for ROR gamma inhibitors: Gal4-VP16 reporter; Potency, µM (titrated, usually from 53.6 µM), without a hit: at the highest dose activity, negative = inhibition, usual class: inhibitors; actives 3.5% (n = 310,000); Drosophila S2 Gal4-VP16 UAS-luciferase, luminescence, 20 h;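 further: Gal4-VP16 expression switched on by copper sulfate through the metallothionein promoter; potency means the concentration at half of the fitted maximal effect; on the % scale 0 is the no-effect control and ±100 the full control effect; nearly all actives have a fitted effect of over 50% in size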
Coupling enz: inhibits coupling enzyme system, counter-screen for aldolase hits. coupling enzyme system counterscreen, AmpLite Red fluorescence. activity change, negative = inhibition, % at 58.2 µM, hits read low. actives 0.67% (n = 290,000); in the data active means activity change below about -30%; further: on the % scale 0 is the no-effect control and ±100 the full control effect
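Counterscreen of the coupled detection system alone, without aldolase: glyceraldehyde-3-phosphate coupling enzymes plus AmpLite Red readout. Compounds at 57.5 uM final, 10 min RT preincubation, 20 min RT reaction, fluorescence 525/598 nm.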
uPA surface inh: cell surface uPA generation inhibition; cell surface uPA generation assay, qHTS; Potency, µM (series often up to 38.3 µM), for the others: top-dose activity change, negative = inhibition, usual class: inhibitors; actives 0.31% (n = 330,000); active means well fitted inhibition curve with a large enough effect; inconclusive means small, poorly fitted or top-dose-only effect; inactive means no such curve, though single readings can be large or run the other way; tested in mouse RAW 264.7 cells; further: potency means the concentration at half of the fitted maximal effect; on the % scale 0 is the no-effect control and ±100 the full control effect; nearly all actives have a fitted effect of over 55% in size
NPC1 prom act: activators of NPC1 promoter | Potency, µM (highest dose often 9.22 µM), without a hit: top-dose activation, usual class: activators | Huh7 NPC1 promoter luciferase reporter, 24 h | actives 2.4% (n = 320,000);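 further: potency means the concentration at half of the fitted maximal effect; % of control where 0% means no effect; nearly all actives have a fitted effect of over 60% in size; reporter is driven by a mutant NPC1 promoter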
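Luminescence from an NPC1 promoter-driven luciferase reporter in stably transfected Huh7 cells was measured after 24 h compound treatment at 37 °C, followed by 10 min ambient incubation with luciferase detection reagent.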
ELG1 genotoxic: inducers of genotoxicity in HEK293T ELG1-luciferase cells; HEK293T ELG1-luciferase reporter, luminescence, 16 h; Potency, µM (series often up to 46 µM), for inactives: top-dose activity change, positive = activation, most hits filed as activators; actives 1.3% (n = 330,000); AID 504466; further: potency means the concentration at half of the fitted maximal effect; % of control where 0% means no effect; nearly all actives have a fitted effect of over 60% in size
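ELG1-luciferase HEK293T cells, 2,000/well; compound pinned in; 16 hr, 37 °C, 5% CO2; ONE-Glo, 30 min RT; luminescence on CCD imager.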
Tb PFK inh: inhibitors of T. brucei phosphofructokinase; AID 485367; Potency, µM (doses to about 57.5 µM), for the others: at the highest dose activity, negative = inhibition, actives largely listed as inhibitors; T. brucei PFK, ADP-Glo luminescence; actives 0.17% (n = 330,000); O15648;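 further: potency means the concentration at half of the fitted maximal effect; 0% = uninhibited 1x PFK enzyme wells and -100% = no-enzyme wells; nearly all actives have a fitted effect of over 60% in size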
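PFK 1.25 nM, F6P 0.5 mM, ATP 0.1 mM, 0.1 M TEA pH 8.0, 5 mM MgCl2, 0.01% Tween20, 0.1% BSA; 45 min RT. ADP-Glo readout. qHTS titration up to 57 uM; curves fitted, compounds curve-classed.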
FLuc modulator: firefly luciferase modulation, counter-screen for miR-21 project; purified FLuc, Km substrates, luminescence inhibition; actives 6.9% (n = 360,000); Potency, µM (titrated, usually from 57.5 µM), for the others: at the highest dose activity change, negative = inhibition, most hits filed as inhibitors; AID 588342; P08659;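 further: potency means the concentration at half of the fitted maximal effect; plate controls were vehicle for no effect and reference inhibitor for full effect; nearly all actives have a fitted effect of over 55% in size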
Target sequence (P08659 whole entry, looked up): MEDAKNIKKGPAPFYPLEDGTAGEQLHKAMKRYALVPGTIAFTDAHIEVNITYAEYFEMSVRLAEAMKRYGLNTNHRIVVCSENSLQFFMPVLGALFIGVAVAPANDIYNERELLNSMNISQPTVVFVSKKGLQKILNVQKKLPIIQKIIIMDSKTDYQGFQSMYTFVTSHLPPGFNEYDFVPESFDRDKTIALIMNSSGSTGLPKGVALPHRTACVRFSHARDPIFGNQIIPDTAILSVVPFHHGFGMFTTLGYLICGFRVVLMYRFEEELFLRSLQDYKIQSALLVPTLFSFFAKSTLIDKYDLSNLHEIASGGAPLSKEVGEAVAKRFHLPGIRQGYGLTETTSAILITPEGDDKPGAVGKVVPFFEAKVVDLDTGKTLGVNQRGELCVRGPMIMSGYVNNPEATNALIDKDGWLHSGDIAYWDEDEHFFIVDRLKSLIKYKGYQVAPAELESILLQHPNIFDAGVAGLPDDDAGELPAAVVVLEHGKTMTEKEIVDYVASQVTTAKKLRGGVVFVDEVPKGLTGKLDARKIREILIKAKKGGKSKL
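Purified P. pyralis luciferase (10nM final) with 10uM D-luciferin and 10uM ATP (Km levels) in 50mM Tris acetate pH 7.5, 10mM Mg acetate, 0.01% Tween-20, 0.05% BSA; qHTS 6-point titration, ~60 µM downward; luminescence read.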
KCNH2 3.1 block: inhibitors of human KCNH2 3.1 potassium channel isoform. U2OS KCNH2 3.1, thallium flux FluxOr; active compounds read low. activity change, % (tested at about 1.8 µM). actives 0.95% (n = 340,000). AID 720553;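 active means maximum activity change below -70%; inconclusive means maximum activity change from -70% to -50%; inactive means maximum activity change above -50%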;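 further: thallium influx rate constant from kinetic fluorescence after stimulation buffer; on the % scale 0 is the no-effect control and ±100 the full control effect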
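Measured as rate of thallium-driven FluxOr signal in transduced U2OS cells carrying the 3.1 channel, read kinetically for 2 min upon stimulation; values are rate constants scaled to DMSO control wells.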
Rab9 prom act: Rab9 promoter activation. Huh7 Rab9 promoter-luciferase reporter, luminescence, 24 h. Potency, µM (titrated, usually from 9.22 µM), inactives show top-dose activation, negative = inhibition, usual class: activators. actives 2.8% (n = 320,000); further: potency means the concentration at half of the fitted maximal effect; % of control where 0% means no effect; nearly all actives have a fitted effect of over 60% in size
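Quantitative HTS format; Huh7 Rab9-luciferase reporter cells (1500/well) receive compound 2 h post-plating, incubate 24 h at 37 °C, then get luciferase reagent for 10 min before luminescence reading.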
Giardia kill: kills Giardia lamblia; Giardia lamblia trophozoite viability; activity change, % at 7.66 µM, hits read low; actives 0.15% (n = 340,000); in the data active means activity change below about -80%; inconclusive means between about -30% and that limit;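 further: parasites exposed to compound for two days anaerobically before the ATP read; on the % scale 0 is the no-effect control and ±100 the full control effect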
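Trophozoite viability was measured as ATP-dependent luminescence, read 15-30 min after reagent addition. Before that, parasites at 100 cells/well were exposed to compounds for 48 h, anaerobically, at 37 deg C.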
RORg inh: ROR gamma (mouse) transcription inhibition | Drosophila S2 Gal4-RORgamma UAS-luciferase reporter, 20 h | actives 5.4% (n = 310,000) | P51450 | Potency, µM (series often up to 53.6 µM), for the others: at the highest dose activity change, negative = inhibition, most hits filed as inhibitors | AID 2551; further: potency means the concentration at half of the fitted maximal effect; on the % scale 0 is the no-effect control and ±100 the full control effect; nearly all actives have a fitted effect of over 60% in size
Target sequence (P51450 whole entry, looked up, the tested form may be a part): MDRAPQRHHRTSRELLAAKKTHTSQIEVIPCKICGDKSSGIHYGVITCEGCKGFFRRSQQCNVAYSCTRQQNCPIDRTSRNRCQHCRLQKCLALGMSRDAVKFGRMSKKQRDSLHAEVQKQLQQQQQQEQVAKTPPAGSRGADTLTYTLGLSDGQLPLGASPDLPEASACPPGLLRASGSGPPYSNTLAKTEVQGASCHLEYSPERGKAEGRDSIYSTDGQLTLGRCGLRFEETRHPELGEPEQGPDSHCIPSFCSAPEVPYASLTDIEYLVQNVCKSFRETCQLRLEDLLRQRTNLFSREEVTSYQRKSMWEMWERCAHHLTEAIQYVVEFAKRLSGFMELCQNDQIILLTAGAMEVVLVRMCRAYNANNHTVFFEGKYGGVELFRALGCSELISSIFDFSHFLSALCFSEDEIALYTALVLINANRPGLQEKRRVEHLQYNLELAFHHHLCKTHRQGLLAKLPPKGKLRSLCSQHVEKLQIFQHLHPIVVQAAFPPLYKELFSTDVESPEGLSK
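Read-out: Photinus luciferase luminescence; inhibitors lower reporter signal. Insect Schneider cells with Gal4-ROR gamma fusion under metallothionein promoter, UAS reporter; 700 uM final copper sulfate induction, 20 hr, ambient temperature.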
The depositor's hits bear a star; ? = inconclusive; . = no result given; [ ] = remark or other dose. Unless noted, the call rests on the fitted dose curve; in most records, active means well fitted curve in the direction sought with a large enough effect; inconclusive means small, poorly fitted or top-dose-only effect, or another doubt; inactive means no such curve, though single readings can be large; an effect the other way counts as inactive or inconclusive.

SMILES	Gal4-VP16 FLuc	Coupling enz	uPA surface inh	NPC1 prom act	ELG1 genotoxic	Tb PFK inh	FLuc modulator	KCNH2 3.1 block	Rab9 prom act	Giardia kill	RORg inh
CCOC(=O)Cn1c(=NC(=O)c2ccc([N+](=O)[O-])s2)sc2ccccc21	-11%	0	-7%	-7%	2%	4%	2%	2	2%	-96*	-41%
[O-][n+]1onc2c1CCc1nnc(-c3ccccc3)cc1-2	-2%	0	-1%	9%	0%	-3%	2%	.	-4%	-22	-1%
COc1ccccc1C(=O)N(Cc1ccccc1)c1ccc(C)cc1	-20%	.	4%	0%	-4%	-2%	1%	-6	-5%	5	-23%
CCCN(CC(=O)Nc1ccccc1C)C(=O)Cc1n[nH]c(=O)c2ccccc12	.	.	10%	0%	2%	-11%	.	5	0%	14	.
Cc1oc(-c2ccc(-c3ccccc3)cc2)nc1CN(C)C1CCOC1 (stereo not given)	?	1	-2%	?	?	-7%	9.5µM*	-27	?	9	14µM*
CC(=O)Nc1ccc(S(=O)(=O)N(CCCN2CCOCC2)Cc2cccs2)cc1	-3%	-2	16%	-3%	1%	-7%	-5%	8	1%	-8	-4%
O=C1c2ccsc2SCCN1Cc1cccc(Cl)c1	19%	1	-1%	-2%	0%	-1%	-2%	3	4%	-10	17%
CC(=O)N(CCc1ccccc1)Cc1cc2ccc(C)c(C)c2[nH]c1=O	-4%	2	-5%	-1%	-4%	-5%	-11%	-13	0%	35[activator]	11%
Cc1c(Cl)cccc1NS(=O)(=O)c1ccc(-c2ccc(=O)[nH]n2)o1	-6%	8	5%	-2%	0%[9.26 µM]	2%	3%	2	3%	-5	-1%
CCOC(=O)C(C)Sc1nc2c(c(=O)[nH]c(=O)n2C)n1Cc1ccc(Cl)cc1 (stereo not given)	14%	3	-13%	1%	15%	-4%	2%	-91*	-4%	8	34%
Cc1ccc(C(=O)C2=C(O)C(=O)N(CCN3CCOCC3)C2c2ccccn2)o1 (stereo not given)	2%	-8	.	-2%	0%	-3%	-2%	.	-3%	.	-1%[10 µM]
CCOc1ccc(S(=O)(=O)NCCCN2CCOCC2)cc1	-9%	1	11%	.	.	.	2%	7	.	1	-4%
Cc1ccccc1Nc1nc(N)nc(COC(=O)c2ccc(S(=O)(=O)N(C)C)cc2)n1	-13%	0	0%	2%	4%	5%	1%	-2	-2%	9	-9%
O=c1c(C/C=C/c2ccccc2)c(O)ccn1Cc1ccc(Cl)cc1Cl	-11%	-2	-2%	-2%	-3%	-3%	?	-3	-6%	11	44%
COc1cccc(-c2nc(-c3ccc4c(c3)-c3ccccc3S4(=O)=O)c(-c3ccccc3)[nH]2)c1OC	-5%	-1	11%	-12%	0%	-3%	-10%	0	-2%	9	?
COc1cc(/C=C(/C(=O)c2cccs2)c2nc3ccccc3[nH]2)ccc1O	-6%	3	.	1%	-5%	4%	6.7µM*	-6	13%	12	37%
C[C@H]1CN([C@@H](C)CO)C(=O)c2cccc(NC(=O)C3CC3)c2O[C@H]1CN(C)CC1CCCCC1	.	.	-3%	.	2%	1%	.	10	.	9	.
NS(=O)(=O)c1ccc(NC(=O)c2ccc3c(c2)OCO3)cc1	2%	0	6%	15%	4%	0%	-18%	0	12%	13	6%
NS(=O)(=O)c1ccc(NC(=O)CSc2nc3ccccc3[nH]2)cc1	17%	0	-3%	-2%	-3%	-8%	-9%	-21	0%	-16	?
Cc1ccc2nc(NS(C)(=O)=O)sc2c1	6%	2	4%	?	7%	0%	?	-18	28%	-8	7%
CCN(CC)C(=O)C1=C(C)NC(=O)NC1c1ccccc1F (stereo not given)	0%	-1	.	-3%	0%	-1%	0%	.	2%	.	-9%
O=C(NCCc1ccccc1)Nc1cccc(Cl)c1	7%	-5	-1%	?	8%	-6%	17µM*	6	?	2	45%
COc1ccc(CC(=O)Nc2ccc3c(c2)OCO3)cc1S(=O)(=O)N1CCOCC1	-2%	2	4%	3%	0%	-3%	0%	-11	-6%	-11	26%
COC(=O)C(NC(=O)c1ccccc1Cl)(Nc1ncc(S(=O)(=O)c2ccc([N+](=O)[O-])cc2)s1)C(F)(F)F (stereo not given)	8%	1	1%	-2%	-10%	1%	3%	-16	-4%	-8	8%
COc1ccc2cc3cc(C(=O)N4CCN(c5ccccn5)CC4)oc3nc2c1	5%	-2	-1%	-5%	-5%	0%	19µM*	3	0%	21	-8%
The list continues.
SMILES	Gal4-VP16 FLuc	Coupling enz	uPA surface inh	NPC1 prom act	ELG1 genotoxic	Tb PFK inh	FLuc modulator	KCNH2 3.1 block	Rab9 prom act	Giardia kill	RORg inh
Cc1cccc(-c2nc3sc(C)cc3c(=O)o2)c1	3%	2	0%	23%	12%	-5%	2.7µM*	1	13%	-14	-35%
O=C(O)CCNC(=O)C12CC3CC(CC(C3)C1)C2	-17%	-3	7%	-1%	3%	-1%	-4%	8	0%	13	-16%
O=C(CC1Oc2ccccc2NC1=O)NCCCN1CCN(Cc2ccccc2)CC1 (stereo not given)	9%	-4	-1%	-3%	1%	6%	5%	-24	-8%	3	1%
CC(=O)c1ccc(NC(=S)NCCCN2CCOCC2)cc1	7%	2	-24%	1%	2%	14%	5%	5	-1%	3	0%
Cc1ccc2oc(C(=O)N(CCO)Cc3ccccc3)c(C)c2c1	3%	1	2%	-2%	5%	-9%	-2%	-9	0%	-13	-4%
CC(C)CCNC(=O)C1CCCN(S(=O)(=O)c2ccc(F)cc2)C1 (stereo not given)	3%	1	6%	-1%	-4%	-7%	-1%	-15	-6%	-14	-5%[10 µM]
CC(=O)Nc1ccc(NC(=O)CCC(=O)OCC(=O)c2ccc(C)c([N+](=O)[O-])c2)cc1	-7%	1	1%	0%	0%	-3%	-1%	11	-1%	-7	-2%
CCn1c(=S)sc2c(=O)n(CC(=O)NCCCc3ccccc3)c(C)nc21	-5%	-7	0%	0%	-2%	0%	2%	-3	-2%	-4	20%
CCC(C)OC(=O)C1=C(C)O[C@]23OC(N)=C(C#N)[C@]12C(=O)c1ccccc13 (stereo not given in full)	-1%	-1	1%	-2%	3%	-16%	1%	-11	1%	-3	29%
CSc1ncccc1C(=O)Nc1nc2ccc(F)cc2s1	?	0	-1%	0.13µM*	-1%	-2%	19µM*	-15	?	6	?
O=C(Nc1nnc(-c2ccccc2)o1)c1cccc(N2C(=O)CCC2=O)c1	4.5µM*	-1	2%	-1%	0%	-2%	?	-1	1%	2	2.5µM*
COc1cc(C(=O)NNC(=S)NC(=O)c2ccc(Cl)cc2)cc(OC)c1OC	?	6	-2%	3%	12%	-9%	-7%	7	-6%	12	?
Cc1cc(NC(=O)c2cc(-c3ccccc3)on2)no1	-1%	2	0%	-2%	?	-2%	-19%	-14	-2%	4	22%
O=c1ccc(NS(=O)(=O)c2ccccc2Cl)cn1Cc1ccc(Cl)c(Cl)c1	0%	-9	-13%	-5%	-13%	-14%	?	-1	-9%	21	9%
CCn1c(C)cc(/C=C2/NC(=O)N(Cc3ccccc3F)C2=O)c1C	-13%	-2	0%	1%	1%	2%	-11%	6	0%	13	?
CCOC(=O)c1cccc(P(C)(C)=O)c1	0%	7	1%	0%	7%	-6%	4%	19	6%	3	-58%
COc1ccc(N2CCC(CNC(=S)Nc3cccc(C)c3)C2)cc1 (stereo not given)	5µM*	-4	12%	5%	-1%	0%	5%	-15	-5%	-9	4µM*
O=C(Nc1ccccc1)C1Cc2ccccc2CN1C(=O)c1ccco1 (stereo not given)	18%	-1	-2%	9%	16%	0%	19µM*	0	14%	-10	41%
O=C(O)c1cc(-c2ccco2)[nH]n1	-12%	-10	3%	-2%	-1%	?	1%	4	0%	-12	28%
O=C(COC(=O)C12CC3CC(CC(Br)(C3)C1)C2)Nc1c(F)cccc1F	.	.	-9%	.	-2%	3%	.	-17	.	-10	.
CC(NC(=O)Cc1ccc(-c2ccccc2)cc1)c1ccccc1 (stereo not given)	-11%	3	-6%	-2%	0%	-4%	-18%	-8	2%	10	12%
CCOC(=O)N1CCN(C(=O)C(CC(C)C)NC(=O)C2CCCCC2)CC1 (stereo not given)	-10%	1	2%	3%	0%	-3%	2%	3	-4%	-1	-9%
O=c1[nH]c2ccccc2n1Cc1ccccc1	5%	0	7%	-3%	3%	-5%	0%	14	3%	-25	0%
COc1ccc(C2C(C(=O)c3sc(C)nc3C)=C(O)C(=O)N2CCCn2ccnc2)cc1OC (stereo not given)	4%	3	2%	6%	1%	-6%	-5%	19	1%	8	5%
CCN(CC)c1c([N+](=O)[O-])c(=O)n(C)c2ccccc12	-3%	-10	-1%	-6%	0%	-1%	-11%	11	-2%	7	1%

Compounds as they come; overall some 14% were active at least once.
